# CASP6 VEID inh: caspase-6 (human) enzyme inhibition | purified caspase-6, Z-VEID-R110 cleavage fluorescence | P55212 | inhibition, % at 12.5 µM | hit rate 0.53% among 350,000;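 active means mean inhibition across replicates at least about 35%, with every replicate also reaching that limit, limit read from the data; inconclusive means only one of the two criteria met; inactive means neither criterion met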;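 further: 0% = median of neutral control wells and 100% = no fluorescence left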
# Target sequence (P55212 24-179 limits assumed): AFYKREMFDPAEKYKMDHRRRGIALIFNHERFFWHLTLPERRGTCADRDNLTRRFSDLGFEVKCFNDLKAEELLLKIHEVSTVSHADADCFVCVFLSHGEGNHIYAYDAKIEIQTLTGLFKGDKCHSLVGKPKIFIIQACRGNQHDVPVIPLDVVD
# Target sequence (P55212 194-293 limits assumed): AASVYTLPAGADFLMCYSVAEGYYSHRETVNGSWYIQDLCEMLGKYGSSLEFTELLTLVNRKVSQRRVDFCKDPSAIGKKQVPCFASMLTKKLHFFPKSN
# SIRT5 block: blocks human SIRT5 desuccinylation of peptide | inhibition, % at 15 µM | Purified SirT5, succinyl-peptide AMC, trypsin-coupled fluorescence | Q9NXA8 | hit rate 1.1% among 330,000; in the data active means inhibition above about 15%; inconclusive means no clear call, values can overlap the other calls
# Target sequence (Q9NXA8 whole entry, looked up): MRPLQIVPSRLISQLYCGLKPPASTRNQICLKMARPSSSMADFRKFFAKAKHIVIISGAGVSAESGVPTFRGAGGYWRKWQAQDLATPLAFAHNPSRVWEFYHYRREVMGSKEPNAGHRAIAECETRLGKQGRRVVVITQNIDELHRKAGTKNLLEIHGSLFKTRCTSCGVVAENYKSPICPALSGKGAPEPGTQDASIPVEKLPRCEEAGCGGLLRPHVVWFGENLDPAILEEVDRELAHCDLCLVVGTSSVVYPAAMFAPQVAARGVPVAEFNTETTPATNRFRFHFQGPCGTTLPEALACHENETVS
# EWS-Fli block: blocks EWS/Fli oncoprotein-driven transcription. A673 NR0B1-luciferase reporter, viability-normalised. inhibition, % at 12.6 µM. hit rate 0.67% among 350,000. AID 651661;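 active means mean inhibition of at least 50% after viability correction, with every replicate also passing that limit; inconclusive means mean reaches 50% but only one of two replicates passes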;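 further: firefly luciferase signal divided by Alamar Blue viability fluorescence both relative to DMSO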
# DENV2 CPE rescue: inhibitors of DENV2 cytopathic effect | DENV2-infected cells, cytopathic effect rescue, plate reader | CPE inhibition, % at 9.99 µM | hit rate 1.7% among 350,000; in the data active means CPE inhibition above about 20%, passing the limit was not always enough; inconclusive means no clear call, values can overlap the other calls; tested in BHK-21 cells;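 further: 0% = median of neutral control wells and 100% = median of positive control wells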
# LGR2 antag: blocks bursicon-induced cAMP signaling via Drosophila LGR2 | AID 720647 | hit rate 0.35% among 380,000 | HEK293 LGR2, CRE-luciferase, bursicon-stimulated, 4 h | inhibition, % at 9.99 µM;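 active means drop in luminescence signal, shown as inhibition above about 50% in the replicate tests, limit read from the data, passing the limit was not always enough; inconclusive means probably only some replicates passing the limit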;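 further: agonist challenge used bursicon conditioned medium at about half maximal strength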
# PAX8 inh HTS: inhibitors of PAX8 transcriptional activity in RMG-I cells; inhibition, % at 12.6 µM; AID 652154; hit rate 1.2% among 360,000; RMG-I TPO-luciferase reporter, SteadyGlo, 24 h;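 active means mean replicate inhibition at least 60% with every replicate also reaching 60%; inconclusive means only one of the two criteria is met; inactive means mean below 60% and not all replicates reaching 60%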;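 further: luciferase light reporting Pax8 driven TPO promoter activity; plate controls were median of neutral control wells for no effect and mitoxantrone controls for full effect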
# ARNT TACC3 PPI: disrupts binding between human ARNT and TACC3; Q9Y6A5; inhibition, % at 9.99 µM; hit rate 0.66% among 390,000; AlphaScreen His-ARNT PAS-B/GST-TACC3 binding, luminescence; TACC3 fragment carries E629A point mutation;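 active means mean inhibition of replicates at least 50% and at least half of replicates each reaching 50%; inconclusive means half or more replicates reach 50% but mean below 50%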;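 further: 0% = complete ARNT plus TACC3 wells and 100% = ARNT alone without TACC3; many hits fall short of the cut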
# * = called active by the depositor; ? = inconclusive; / = not tested or not shown; & = joins results of further samples.
1. COc1ccc(CN(CC2CCC(C(=O)O)CC2)C(=S)Nc2cccc(C)c2)cc1 (stereo not given)
2. C[C@@H](NC(=O)[C@@H]1[C@@H](CO)[C@@H]2Cn3c(cccc3=O)[C@@H]2N1CCC(F)(F)F)c1ccccc1
3. COc1ccccc1-c1cnc2c(c1)C(=O)N([C@H](C)CO)C[C@@H](C)[C@@H](CN(C)C(=O)CN(C)C)O2
4. Cc1cccc(C2NC(=O)c3ccccc3O2)c1 (stereo not given)
5. CCn1c(=NC(=O)CN2C(=O)CCC2=O)sc2c(OC)ccc(OC)c21
6. O=C(c1ccc2c(c1)OCCCO2)N1CCCCC1
7. C[C@H]1CN([C@@H](C)CO)C(=O)c2c(c3ccccc3n2C)-c2ccccc2CO[C@H]1CN(C)Cc1ccccc1
8. CCn1c(=O)c2cc(C(=O)Nc3ccccc3OC)sc2c2ccccc21
9. CO[C@@H]1CN(C)C(=O)c2cc(NC(=O)C3CCC3)ccc2OC[C@H](C)N(Cc2nccs2)C[C@@H]1C
10. CCOc1ccc(S(=O)(=O)N2CCCC(C(=O)NCC3CCCO3)C2)cc1Cl (stereo not given)
Assay by compound,1,2,3,4,5,6,7,8,9,10
SIRT5 block,-5,0,2,-1,-5,-5,19*,0,5,-3
DENV2 CPE rescue,-3,6,-2,7,1,-2,1,3,0,?
PAX8 inh HTS,12,4,/,-24,-2,-28,11,5,-6,7
LGR2 antag,/,-13,26,-7,-12,/,-4,-11,-2,7
EWS-Fli block,-1,8,-6,9,-3,-28,9,-16,-1,9
CASP6 VEID inh,-1,2,1,2,-3,2,-3,0,3,-2
ARNT TACC3 PPI,0,7,-8,2,-3,-2,/,-4,-10,/

11. O=C(c1ccccn1)N1CC[C@@H]2[C@H](CO)Nc3ccc(C#Cc4cccnc4)cc3[C@@H]21
12. O=C(NC1CCCCC1)N[C@@H]1C=C[C@@H](CC(=O)N2CCOCC2)O[C@@H]1CO
13. C[C@@H]1CN([C@@H](C)CO)C(=O)c2cc(NS(=O)(=O)c3ccc(F)cc3)ccc2O[C@@H](C)CCCCO[C@H]1CN(C)C(=O)C1CCCCC1
14. CS(=O)(=O)c1ccc(Cl)c(NC(=O)Cc2c(Cl)cccc2Cl)c1
15. CC(=O)c1cccc(-c2ccnc3c2CC(C(=O)NCc2ccco2)O3)c1 (stereo not given)
16. COc1ccc(OCC(O)CNC(=O)c2cccs2)cc1 (stereo not given)
17. COc1ccccc1NS(=O)(=O)c1cc(NC(=O)CNC(=O)c2ccc(C)s2)ccc1Cl
18. O=C(O)C1(c2ccccc2)CCN(S(=O)(=O)c2ccc(Br)cc2)CC1
19. CN(CC(=O)NCc1ccc(Cl)cc1)S(=O)(=O)c1cccs1
20. C[C@@H]1CN([C@H](C)CO)S(=O)(=O)c2ccc(C#CC3CCCC3)cc2O[C@H]1CN(C)C
Assay by compound,11,12,13,14,15,16,17,18,19,20
SIRT5 block,/,6,-1,-2,-1,-1,/,0,-2,101*
DENV2 CPE rescue,9,-3,0,-2,0,5,-11,4,8,61*
PAX8 inh HTS,-1,/,-20,4,3,-5,25,11,1,14
LGR2 antag,4,0,14,9,-13,-5,17,6,-1,/
EWS-Fli block,1,/,-2,1,49,-3,1,6,-8,27
CASP6 VEID inh,/,4,-1,2,-1,3,-3,-1,1,2
ARNT TACC3 PPI,12,4,-4,-5,/,-46,12,-11,-2,24

# Screen by screen, quoted from above.
# DENV2 CPE rescue for entries 12–20, in order: -3, 0, -2, 0, 5, -11, 4, 8, 61*

# An excerpt from above in order of molecular weight, ascending:
15. CC(=O)c1cccc(-c2ccnc3c2CC(C(=O)NCc2ccco2)O3)c1 (stereo not given)
8. CCn1c(=O)c2cc(C(=O)Nc3ccccc3OC)sc2c2ccccc21
11. O=C(c1ccccn1)N1CC[C@@H]2[C@H](CO)Nc3ccc(C#Cc4cccnc4)cc3[C@@H]21
10. CCOc1ccc(S(=O)(=O)N2CCCC(C(=O)NCC3CCCO3)C2)cc1Cl (stereo not given)
17. COc1ccccc1NS(=O)(=O)c1cc(NC(=O)CNC(=O)c2ccc(C)s2)ccc1Cl
7. C[C@H]1CN([C@@H](C)CO)C(=O)c2c(c3ccccc3n2C)-c2ccccc2CO[C@H]1CN(C)Cc1ccccc1
Assay by compound,15,8,11,10,17,7
SIRT5 block,-1,0,/,-3,/,19*
DENV2 CPE rescue,0,3,9,?,-11,1
PAX8 inh HTS,3,5,-1,7,25,11
LGR2 antag,-13,-11,4,7,17,-4
EWS-Fli block,49,-16,1,9,1,9
CASP6 VEID inh,-1,0,/,-2,-3,-3
ARNT TACC3 PPI,/,-4,12,/,12,/

# Full records, quoted from the list:
# `C[C@@H]1CN([C@@H](C)CO)C(=O)c2cc(NS(=O)(=O)c3ccc(F)cc3)ccc2O[C@@H](C)CCCCO[C@H]1CN(C)C(=O)C1CCCCC1` as listed: SIRT5 block: -1; DENV2 CPE rescue: 0; PAX8 inh HTS: -20; LGR2 antag: 14; EWS-Fli block: -2; CASP6 VEID inh: -1; ARNT TACC3 PPI: -4
# `CN(CC(=O)NCc1ccc(Cl)cc1)S(=O)(=O)c1cccs1` as listed: SIRT5 block: -2; DENV2 CPE rescue: 8; PAX8 inh HTS: 1; LGR2 antag: -1; EWS-Fli block: -8; CASP6 VEID inh: 1; ARNT TACC3 PPI: -2

# Going on with the list.
21. C[C@H](CO)N1C[C@H](C)[C@@H](CN(C)C(=O)NC2CCCCC2)Oc2ccc(NC(=O)Nc3ccc(C(F)(F)F)cc3)cc2CC1=O
22. COc1cccc(CN2CC(C(=O)N(C)Cc3[nH]c4ccccc4c3C)CCC2=O)c1 (stereo not given)
23. COc1ccc(NC(=O)N(C)C[C@@H]2Oc3ccc(NS(=O)(=O)c4cn(C)cn4)cc3CC(=O)N([C@@H](C)CO)C[C@H]2C)cc1
24. COC1OC(c2ccccc2)=C(c2ccc(C(N)=O)cc2)c2ccc(F)cc21 (stereo not given)
25. CCc1cc2c(SCC(=O)N3CCCC3=O)ncnc2s1
26. Cc1ccc(NS(=O)(=O)c2cc(N)ccc2Cl)c(C)c1
27. CCCC#Cc1ccc([C@H]2[C@@H](CO)N(C(C)=O)[C@H]2CNC(=O)C2CCC2)cc1
28. COc1ccccc1-c1nnc(NC(=O)C2=COCCO2)o1
29. CC(C)N1CCN(Cc2cccc3nonc23)CC1CCO (stereo not given)
30. CCCNC(=O)N1CC2(C1)[C@H](c1ccccc1)[C@@H](CO)N2C(=O)c1ccncc1
Assay by compound,21,22,23,24,25,26,27,28,29,30
SIRT5 block,-1,10,5,36*,-1,-3,-1,/,-3,0
DENV2 CPE rescue,1,?,?,0,4,?,1,/,-3,-12
PAX8 inh HTS,59,22,-11,-1,-19,12,/,10,6,0
LGR2 antag,-5,16,-24,-2,-12,-19,-13,1,-3,11
EWS-Fli block,9,12,-3,3,-8,-7,-1,/,0,-6
CASP6 VEID inh,0,-1,0,0,-6,3,1,/,0,-2
ARNT TACC3 PPI,/,-2,8,/,-7,-2,/,42,1,/

31. Cc1cccc(N2CCN(C(=O)c3ccc4c(c3)c(C)c(C)n4C)CC2C)c1 (stereo not given)
32. Cc1ccccc1N1CC(O)(c2cccs2)[N+]2=C1CCCC2 (stereo not given)
33. COc1ccc(/C=C/C(=O)OC(C)C(=O)c2ccccc2)cc1OC (stereo not given)
34. Cc1ccc(C)c(NC(=O)CSc2nccn2Cc2ccco2)c1
35. COc1cccc(-c2cc3nc(-c4ccccc4)cc(N4CCN(C(=O)c5ccoc5)CC4)n3n2)c1
36. CC(C)NC(=O)Nc1ccc2c(c1)C(=O)N([C@H](C)CO)C[C@@H](C)[C@@H](CN(C)Cc1ccc(Cl)c(Cl)c1)OCCCC[C@H](C)O2
37. COc1ccccc1NC(=O)c1cc(Cl)nc2ccccc12
38. CCN(CC(=O)Nc1ccc(NC(C)=O)cc1)C(=O)c1oc2c(ccc3ccccc32)c1C
39. COc1ccccc1N1CCN(C2CCCN(C(=O)c3ccnc4ccc(C)cc34)C2)CC1 (stereo not given)
40. COc1ccc([N+](=O)[O-])cc1NC(=O)C(C)Sc1nc(-c2ccccc2)cs1 (stereo not given)
Assay by compound,31,32,33,34,35,36,37,38,39,40
SIRT5 block,-2,-2,-2,-5,-9,7,-3,1,1,/
DENV2 CPE rescue,-2,4,?,-11,-15,-2,-3,4,-1,-7
PAX8 inh HTS,3,-5,-23,-108,68*,53,23,18,4,27
LGR2 antag,-2,30,1,-13,2,19,-7,-2,-12,13
EWS-Fli block,12,8,0,-6,21,-1,-3,4,7,3
CASP6 VEID inh,-1,0,5,-1,0,0,1,2,5,1
ARNT TACC3 PPI,9,6,5,-4,/,-5,3,6,20,-10

41. COC(=O)C1(C)NC(c2ccc(O)cc2)C2C(=O)N(c3ccccc3)C(=O)C21 (stereo not given)
42. Cc1noc(C)c1NC(=O)NCC[C@@H]1CC[C@@H](NC(=O)c2ccccc2)[C@@H](CO)O1
43. O=C(NCC[C@@H]1CC[C@@H](NC(=O)C2CCOCC2)[C@H](CO)O1)c1cc(Cl)cc(Cl)c1
44. C[C@@H]1CCCCO[C@H](CN(C)Cc2ccc(Cl)c(Cl)c2)[C@@H](C)CN([C@@H](C)CO)C(=O)c2cc(NC(=O)Nc3ccc(F)cc3)ccc2O1
45. O=C(CN1CCOCC1)N[C@H]1CC[C@@H](CCNC(=O)C2CCCC2)O[C@@H]1CO
46. COc1ccc(OC(C)C(=O)NCC2CCCO2)cc1 (stereo not given)
47. C[C@@H]1CN([C@H](C)CO)C(=O)CCCn2cc(nn2)CO[C@H]1CN(C)C(=O)Nc1ccc2c(c1)OCCO2
48. Cc1nc(SC(C)C(=O)NCC2CCCO2)c2cc(-c3ccccc3)sc2n1 (stereo not given)
49. Cc1onc(-c2ccccc2)c1C(=O)N[C@@H]1C(=O)N2C1SC(C)(C)[C@@H]2C(=O)O (stereo not given in full)
50. O=C1CCC(CCc2nc3ccccc3[nH]2)(c2ccccc2)C(=O)N1 (stereo not given)
Assay by compound,41,42,43,44,45,46,47,48,49,50
SIRT5 block,-2,-1,-1,-2,3,-1,-7&-1&-1,-5,2,/
DENV2 CPE rescue,1,-8,-4,-1,-4,2,?,-2,-5,-5
PAX8 inh HTS,-2,-11,8,89*,1,-5,-31&-61,16,8,14
LGR2 antag,2,2,-20,13,22,-5,-55&-23,8,-14,-1
EWS-Fli block,5,-4,-3,3,2,/,-29&-44&-54,-65,-4,-1
CASP6 VEID inh,1,2,3,2,7,-4,5&3&2,1,3,0
ARNT TACC3 PPI,1,-6,15,22,-9,-3,-7&3,-1,-1,-2

51. C[C@H](CO)N1C[C@H](C)[C@H](CN(C)Cc2ccccc2C(F)(F)F)OCc2cnnn2CCCC1=O
52. CN(C)C(=O)c1ccc(-c2ccc3c(c2)[C@H]2[C@H](CCN2S(=O)(=O)c2cn(C)cn2)[C@@H](CO)N3)cc1
53. CC(C)c1ccc(N(CC(=O)N2CCOCC2)S(C)(=O)=O)cc1
54. C[C@H](CO)N1C[C@H](C)[C@H](CN(C)C(=O)Nc2ccc(F)cc2)Oc2ncc(-c3cccc(F)c3)cc2C1=O
55. O=C(c1ccccc1F)N1CC(=O)N2[C@H](CO)[C@H](c3ccc(C#Cc4ccccc4)cc3)[C@@H]2C1
56. O=C(N/N=C/c1cccc([N+](=O)[O-])c1)C(=O)N1CCCCCC1
Assay by compound,51,52,53,54,55,56
SIRT5 block,-6,5,-4,3,1,-2
DENV2 CPE rescue,-9,-2,9,12,-9,1
PAX8 inh HTS,/,-16,8,/,/,7
LGR2 antag,7,2,9,-6,10,5
EWS-Fli block,9,-4,2,4,-45,/
CASP6 VEID inh,0,-1,-1,1,-3,3
ARNT TACC3 PPI,-9,7,-1,-5,/,-6
